Screening results (PubChem)
mcGAS MS inh: mouse cGAS inhibition by mass spec; AID 1259397; 0.18% of 130,000 active; recombinant mouse cGAS, cGAMP by RapidFire MS; inhibition, % at 12.5 µM;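 active = inhibition of cGAS enzyme activity at or above 60%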;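 also: enzyme stimulated by 45 bp dsDNA with ATP and GTP substrates; cGAMP share of summed cGAMP plus half ATP and half GTP signals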
Target sequence (Q8C6L5 whole entry, looked up): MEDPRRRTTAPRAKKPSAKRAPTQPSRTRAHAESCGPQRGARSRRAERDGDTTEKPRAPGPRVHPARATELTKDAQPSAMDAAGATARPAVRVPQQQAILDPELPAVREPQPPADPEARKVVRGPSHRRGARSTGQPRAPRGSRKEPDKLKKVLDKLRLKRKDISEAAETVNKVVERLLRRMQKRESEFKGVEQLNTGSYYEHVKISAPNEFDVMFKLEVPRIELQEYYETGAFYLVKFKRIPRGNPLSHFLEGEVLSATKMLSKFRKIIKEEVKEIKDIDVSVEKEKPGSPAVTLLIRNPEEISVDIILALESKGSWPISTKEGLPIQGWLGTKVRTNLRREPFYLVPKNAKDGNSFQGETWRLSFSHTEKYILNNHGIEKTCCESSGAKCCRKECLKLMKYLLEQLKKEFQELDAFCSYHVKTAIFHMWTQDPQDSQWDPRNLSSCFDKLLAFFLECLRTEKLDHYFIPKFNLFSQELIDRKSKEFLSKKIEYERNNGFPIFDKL
Numbers without * were called inactive; & = joins results of further samples. An excerpt; the hit share may differ from the screen's.

SMILES	mcGAS MS inh
CCCN1CC(NC2CCN(Cc3cccnc3)CC2)CC1=O (stereo not drawn)	-22
CCOC(=O)c1sc(NC(=NC)c2cccs2)cc1C	-1
Cc1ccc(NC(=O)CSc2nc3ccccc3[nH]2)c(C)c1	33
O=C(NCCC1=CSC2=NCCCN12)c1cc(C2CC2)[nH]n1	-14
Cc1cccc(NC(=O)N2CCC(n3cc(-c4ccccn4)nn3)CC2)c1C	-5
CC(C)c1cc(C(=O)N2CCCC(CO)(CCc3ccccc3)C2)n[nH]1 (stereo not drawn)	-9
Cc1ccc(S(=O)(=O)N2CCOCC2)c(C)c1N1CCc2cn[nH]c21	-8
N#Cc1cccc(CNC(=O)C2=NN(c3ccccc3)C(C(N)=O)C2)c1 (stereo not drawn)	-6
Cc1cc(OCCN(C)S(=O)(=O)c2c(C)noc2C)ccc1C(C)C	-2
O=S1(=O)CCN(c2cc(NS(=O)(=O)c3ccc(Br)s3)ccc2F)CC1	9
O=C(Nc1ccc(Oc2ccccc2F)cc1)C1CCCCN1C(=O)c1cnccn1 (stereo not drawn)	-6
Cc1c(C(C)NC2CSCCSC2)cnn1-c1cccc(F)c1 (stereo not drawn)	-3
c1cncc(Cn2ccnc2-c2ccc(-n3ccnc3)cc2)c1	1
CCN1CCC(N(C)C(=O)CCC(=O)Nc2cccc(C#N)c2)CC1	-7
CN(Cc1ccn(-c2ccccc2)n1)CC1CCCC1	-11
Cn1c(=NC(=O)CNC(=O)OC(C)(C)C)sc2ccccc21	-12
CCOc1ccc(C(=O)N2CSCC2C(=O)NCc2nc(C)no2)cc1 (stereo not drawn)	2
Cn1cc(C(=O)N2CCC(C(N)=O)CC2)c2[nH]c(=O)n(-c3ccc(Cl)cc3)c(=O)c21	-26
CCOC(=O)CSc1nnc(CSc2cc(C)nc(N3CCCC3)n2)o1	-4
Nc1cc(-c2cccc(C(F)(F)F)c2)nn1-c1ccc(C(=O)Nc2ccccc2Nc2ccccc2)cc1	-1

Part of the list above, with the structure last.
| mcGAS MS inh | SMILES |
| --- | --- |
| -26 | Cn1cc(C(=O)N2CCC(C(N)=O)CC2)c2[nH]c(=O)n(-c3ccc(Cl)cc3)c(=O)c21 |
| -4 | CCOC(=O)CSc1nnc(CSc2cc(C)nc(N3CCCC3)n2)o1 |

Additional compounds:
SMILES	mcGAS MS inh
O=C1C(=Cc2ccc(-c3ccccc3)cc2)SC(=S)N1CCN1CCOCC1	-1
O=c1cc(CN2CCOCC2)[nH]c(=O)[nH]1	-5
CC(C)c1nn(CC(=O)N2CCc3ccccc32)c(=O)c2c1cnn2-c1ccccc1	-4
Cc1ccoc1C(=O)N(C)Cc1snnc1C	-32
COc1cc(/C=C(\C#N)c2[nH]nc(N)c2C#N)ccc1O	-13
CN(C)Cc1nc(C(=O)N2CCNCC2C(=O)N2CCCC2)cs1 (stereo not drawn)	0
CCOC(=O)C1=C(c2ccccc2)ON(C)C1c1ccccc1 (stereo not drawn)	-9
COc1ccc(C(=S)N2CCN(C(=S)c3ccccn3)CC2)cc1	-15
COc1ccc(Br)c(C(=O)Nc2cc(C(=O)NCc3cccs3)ccc2N2CC3CC(C2)c2cccc(=O)n2C3)c1 (stereo not drawn)	-18
Cc1ccc2oc(C(=O)N(Cc3ccccn3)C[C@@H]3CCC(=O)N3)cc2c1	-23
CC(C(=O)O)N1C(=O)C2CC=CCC2C1=O (stereo not drawn)	-5
CC(=O)Nc1sc(C)c(C)c1C(=O)OCC(=O)Nc1ccc(Cl)cn1	8
CCOc1ncccc1NS(=O)(=O)c1ccc(C(=O)OC)o1	-4
CN1CCC2(CC1)CCN(C(=O)CCn1nnc3ccccc31)C2	-29
O=C(OCc1cc(-c2ccc(Cl)cc2)on1)c1ccco1	-8
O=C(CSc1nnc(-c2ccncc2)n1C1CC1)N1CCCCCCC1	-3
CN(C(=O)c1ccco1)C(c1cccc(F)c1)c1ccccn1 (stereo not drawn)	-6
Cc1cc(C)c(-c2ccc(=O)n(CC(=O)NC3CCCCC3)n2)cc1C	-8
COc1cccc(OC(C)c2n[nH]c(Cc3ccccc3)n2)c1 (stereo not drawn)	-16
Cn1nc(C(=O)N2CCCC(CCC(=O)NCc3ccc(F)c(F)c3)C2)ccc1=O (stereo not drawn)	-5
Cc1cccc(NC(=O)C(C)N2CC(C)C2c2ccccc2)c1 (stereo not drawn)	-2&0
Cc1c(-c2noc(-c3ccc(N(C)C)cc3)n2)nnn1Cc1ccccc1	-3
Cn1ccnc1C(=O)N(CCO)CCSc1ccc(Cl)cc1	-10
CCn1c(C2CCCN(S(=O)(=O)c3cc(C)cs3)C2)nn(C)c1=O (stereo not drawn)	-35
O=C(CCC1CCCCC1)NC1(C(F)(F)F)NC(=O)N(Cc2ccccc2)C1=O (stereo not drawn)	-3
CC(C)Cn1c(N)c(C(=O)CSc2nnc(-c3ccco3)o2)c(=O)n(C)c1=O	-2
O=S(=O)(CCSc1nnnn1-c1ccccc1)c1cc(Cl)ccc1Cl	-1
O=S(=O)(NCc1cccnc1Oc1ccccc1)c1ccccc1F	-10
Cc1nn(Cc2ccccc2)c(C)c1C(=O)NCC1CCN(CC(F)(F)F)C1 (stereo not drawn)	5
Cc1ccc(CC(=O)N2CCC3(CC2)c2ccccc2[C@@H](N)[C@@H]3O)cc1C	-5
N#Cc1ccc(NC(c2ccccc2)c2ccccn2)nc1 (stereo not drawn)	9
Cc1ccc(-c2nsc(C(=O)N3CCCC(C)C3)c2N)cc1 (stereo not drawn)	-8
O=C(c1cn(C2CCCCC2)nn1)N1C[C@H]2CC[C@H]1C2	-1
CC1NC(=S)N(c2ccc3oc(C4CC4)nc3c2)C1=O (stereo not drawn)	-4
O=C(CN1C(=O)c2cc(Cl)c(Cl)cc2C1=O)N1CCNC1=O	-13
CC1(C)ON=C(c2ccc3c(c2)OCO3)N(Cc2ccc(S(C)(=O)=O)cc2)C1=O	-12
CC(C)CNc1ncnc(-c2ccccc2)c1N	-4
CC(C)Oc1cc(N2CCN(C3CCCC3)C(=O)C2)nc(N)n1	-15
Cc1ccc(-n2c(=O)[nH]c3c(C(=O)Nc4ccccc4C)cn(C)c3c2=O)cc1	-17
CCCn1c(C)cc(C(=O)Cn2cnc3c2c(=O)n(C)c(=O)n3C)c1C	4

Arranged by the number under mcGAS MS inh (rising): three of the compounds above.
canonical_smiles | mcGAS MS inh
CC1(C)ON=C(c2ccc3c(c2)OCO3)N(Cc2ccc(S(C)(=O)=O)cc2)C1=O | -12
CN(Cc1ccn(-c2ccccc2)n1)CC1CCCC1 | -11
Cn1ccnc1C(=O)N(CCO)CCSc1ccc(Cl)cc1 | -10

In another format: four of the compounds above
structure | mcGAS MS inh
COc1ccc(C(=S)N2CCN(C(=S)c3ccccn3)CC2)cc1 | -15
COc1ccc(Br)c(C(=O)Nc2cc(C(=O)NCc3cccs3)ccc2N2CC3CC(C2)c2cccc(=O)n2C3)c1 (stereo not drawn) | -18
Cc1ccc2oc(C(=O)N(Cc3ccccn3)C[C@@H]3CCC(=O)N3)cc2c1 | -23
CC(C(=O)O)N1C(=O)C2CC=CCC2C1=O (stereo not drawn) | -5

The results go on.
SMILES	mcGAS MS inh
Cc1cc(C2CCC2)nc(N(C)Cc2cnccn2)n1	-29
CC1(C)CC2CC(C)(CN2c2nc(N)c3c(N)nc4c(c3c2C#N)CC(=O)N4Cc2cccs2)C1 (stereo not drawn)	13
COCc1ccc(C(=O)Nc2ccccc2F)cc1	-4
Cc1oc(C)c(S(=O)(=O)N2CCOCC2)c1C(=O)Nc1ccccc1C(F)(F)F	-4
Cc1ccc(S(=O)(=O)NC(=O)C2=CN(Cc3ccccc3)C=C(C#N)C2)cc1	-1
O=C(c1csc(Cc2ccccc2)n1)N1CCCC1c1ccccn1 (stereo not drawn)	-18
O=C(NCCC(=O)N1CCOCC1)c1cc2c(s1)CCCCCC2	-8
CCC(=O)N(c1nnc(SCc2nc3ccsc3c(=O)[nH]2)s1)C1CC1	5
CCn1c(C2CCN(C(=O)Cn3ccc4ccccc43)CC2)n[nH]c1=O	-7
CC1CN(S(=O)(=O)N(Cc2ccc(C(F)(F)F)cc2)C2CC2)CC(C)O1 (stereo not drawn)	-7
O=C(C(c1ccccc1)S(=O)(=O)c1ccccn1)N1CCCC1 (stereo not drawn)	-6
COCCNc1nc(Oc2ccc(CC(=O)OC)cc2)c2sc(-c3ccccc3)cc2n1	8
Cc1cc(C)c2c3c(cn2n1)c(=O)n(C)c(=O)n3C	-5
CCOc1ccc(OCC(=O)OCC(=O)NC(C)CC)cc1 (stereo not drawn)	7
Cc1cc(C(=O)N2CCN(c3nc4ccc(F)cc4s3)CC2)no1	-5
CCN(CC)C(=O)c1cncc(-c2ccc(Oc3ccccc3)cc2)c1	-11
Cc1ccc(C=C(C(=O)O)c2ccc(S(=O)(=O)N3CCCC3)s2)s1	-2
O=C(O)c1ccc(-c2cccc(CN3CCOCC3)c2)c(Cl)c1	-15
CCOC(=O)C1CCN(C(=O)Cc2nnc(Nc3cccc(C)c3)s2)CC1	-5
Cc1ccc(F)c(CC(=O)N2CCOC(c3ccccc3)C2)c1F (stereo not drawn)	-3
CC(C)c1nccc(CN(C)Cc2cccc3cnccc23)n1	3
CCNC(=S)NN=Cc1sccc1C	-5
CCN(Cc1ccc(C(N)=O)cc1)Cc1ccc(Cl)s1	-5
Cc1nn(-c2ccc(F)cc2)c(C)c1C(=O)N1CCC2(CN(C)C(=O)O2)C1 (stereo not drawn)	-20
O=C(Nc1sc2c(c1C(=O)O)CCC2)c1ccco1	-9
Clc1ccc(CN2CCC(Oc3ccncc3)C2)c(Cl)c1 (stereo not drawn)	-9
O=C(c1cccs1)C1C(c2cccs2)NC(=S)NC1(O)C(F)(F)F (stereo not drawn)	-11
O=c1[nH]c2ccccc2c2c1Nc1[nH]c(=O)c3ccccc3c1C2c1ccccc1 (stereo not drawn)	-9
Cc1ccccc1-c1cn(CC(=O)NCCc2ccc(Cl)cc2)nc1N1CCOCC1	-6
O=C(O)c1cccn(Cc2ccccc2Cl)c1=O	-4
O=C(NC(Cc1ccccc1)c1ccccc1)C1CCCO1 (stereo not drawn)	-15
CC1(C(=O)NS(=O)(=O)c2ccc(Cl)s2)CCN1C(=O)Cc1ccc(Cl)cc1Cl (stereo not drawn)	-3
Cc1cc(NC(=O)CN(C)CCNC(=O)C2CCCC2)no1	-9
COCc1ccc(C(=O)NC2C3CC4CC(C3)CC2C4)cc1 (stereo not drawn)	-13
Cc1ccccc1OCCNC(=O)c1c(Cl)nc2ccccn12	-5
OC12CC3CC(C1)CC(NCC1CCCCC1)(C3)C2	-9
Cc1nnnn1-c1cccc(NCC(=O)N2CCCCC2C)c1 (stereo not drawn)	-4
CC(=NNc1ccc([N+](=O)[O-])cc1[N+](=O)[O-])C1CCCCC1	-7
COc1ccc(C(=O)Oc2ccc(C(C)C)cc2)cc1OC	-13
Cc1noc(C)c1CNC(=O)Cc1nc(-c2ccccc2)n[nH]1	-15
Cc1cc(OS(=O)(=O)c2cccc(S(=O)(=O)N(C)C)c2)ccc1Cl	-6
CCn1nc(C)c(NC(=O)Cn2nc(C3CCCNC3)n(CC)c2=O)c1C (stereo not drawn)	-12
O=C1CN(C(=O)c2cc(F)cc(Br)c2)CCN1	0
COCCCn1ccnc1-c1cccc(OC)c1OC	-29
COc1cccc(N2CCn3c2nc2c3c(=O)n(CCN3CCOCC3)c(=O)n2C)c1	18
COCCN=c1scc(-c2ccc(OC)cc2OC)n1N=Cc1ccc(O)c(O)c1O	-8
c1ccc(C2=Nc3nnnn3C(c3cn(-c4ccccc4)nc3-c3ccccc3)C2)cc1 (stereo not drawn)	-9
O=C(c1n[nH]c2c1CCCC2)N1CCC2(CCCN(Cc3ccc(F)cc3)C2)C1 (stereo not drawn)	-7
N#CC(=C(O)c1ccc2c(c1)S(=O)(=O)c1ccccc1C2=O)c1nc2ccccc2s1	-8
Cc1nn(-c2ccccc2)c(C)c1P(C)(=O)c1ccccc1 (stereo not drawn)	-1
CC(CCOC(=O)c1cc([N+](=O)[O-])cc([N+](=O)[O-])c1)CCc1ccccc1 (stereo not drawn)	-13
Cc1nc(C(=O)N(C)Cc2snnc2C)cs1	-2
O=C(N/N=C\c1ccoc1)c1cccc(OC(F)(F)C(F)F)c1	-4
Cc1ccc(CN(C)C(C)C(=O)NCCc2ccc(S(N)(=O)=O)cc2)c(C)c1 (stereo not drawn)	-8
CCOC(=O)c1nn(-c2ccccc2)c(=O)cc1N1CCN(c2cccc(C(F)(F)F)c2)CC1	-8
COc1ccc(CCN2CC(NCc3nc(C)c(C)nc3C)CC2=O)cc1 (stereo not drawn)	-13
CCS(=O)(=O)NC(CCSC)C(=O)NC1CCCCC1 (stereo not drawn)	-1
CC1CCC(N(CCn2cncn2)CC2CCCO2)CC1 (stereo not drawn)	1
Cc1cc(OCCNCC(C)O)cc(C(C)C)c1 (stereo not drawn)	-5
CC(C)c1ncc2c(n1)CN(CC(=O)N1CCC(C(N)=O)CC1)CC2	-9

(continued)
SMILES	mcGAS MS inh
CCCC(=O)Nn1cnc2c(cnn2C(C)(C)C)c1=O	-7
O=C(CCc1ccco1)N1CCN(S(=O)(=O)c2cccc(Cl)c2Cl)CC1	-2
N#Cc1c[nH]n2c(NC3CCCC3)c(-c3ccc(Cl)cc3)nc12	0
CCc1nccc(CN(C)CC2COc3ccccc3O2)n1 (stereo not drawn)	-3
CCCCn1c(=O)c2c(nc3n2CCN3Cc2ccco2)n(C)c1=O	-4
Cc1ccc(C)c2c1sc(=NC(=O)c1ccc(S(C)(=O)=O)cc1)n2C	-5
Cn1cc(S(=O)(=O)N2CCN(Cc3cc(Cl)c4c(c3)OCCCO4)CC2)cc1C(N)=O	-9
CC(C)C(=O)NC1CCN(c2nc3ccccc3n2C2CCCCC2)CC1	-3
CCOc1ccc(OCCOc2cccc(C(F)(F)F)c2)cc1	-3
O=C(N1CCC2(CCOCC2)CC1)C1(S(=O)(=O)c2ccccc2)CC1	-10
O=C(NC1C=CS(=O)(=O)C1)c1sc2ccccc2c1Cl (stereo not drawn)	-6
